Screening data from PubChem BioAssay.
Rin1 Abl inh = blocks binding of human Rin1 to Abl | P00519+Q13671 | TR-FRET Rin1/Abl binding, biochemical | inhibition, % at 7.35 µM | hit rate 0.4% among 360,000 | AID 588664; in the data active means inhibition above about 5%, passing the limit was not always enough
FAS-TE inh = inhibitors of human fatty acid synthase thioesterase domain | inhibition, % at 15 µM | AID 602261 | recombinant FAS-TE, OMFH fluorogenic substrate, fluorescence endpoint | hit rate 0.67% among 360,000 | P49327;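 active means compounds whose normalised, plate-corrected inhibition of enzyme fluorescence in the single-dose primary screen is 50% or more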;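 further: 0% = DMSO with enzyme and 100% = substrate without enzyme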
MsrA act = activates bovine MsrA enzyme; purified bovine MsrA, absorbance read-out; activation, % at 10.6 µM; hit rate 0.3% among 360,000; in the data active means activation above about 7.5%;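 further: 0% = vehicle and 100% = reference activator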
MT1-MMP act inh = MT1-MMP (human) activation inhibition; HT1080 RFP-PRO-GFP cells, GFP/RFP ratio fluorescence, overnight; percent of plate control window, DMSO zero; P50281; hit rate 0.061% among 360,000; GFP/RFP ratio change, % at 20 µM;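 active means GFP/RFP ratio change of at least 30% with cell ATP level not reduced by more than half and red fluorescence within 50% of control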; further: strong numbers were not always called active
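Material – HT1080 RFP-PRO-GFP cells · Control set – DMSO wells and RFP-L50D-GFP cells · Incubation – overnight cell settling, then overnight compound exposure, 37 °C, 5% CO2 · Compound dosing – single-point 20 µM compound, 1% DMSO · Read-out – GFP/RFP fluorescence ratio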
NRP1-CendR mod = alters CendR peptide binding to human NRP-1 | inhibition, % at 25 µM | AID 602438 | FAM-RPARPAR peptide binding to NRP-1, fluorescence polarization | hit rate 0.85% among 360,000 | O14786;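 active means inhibition or corrected inhibition above about 18%, plus a signal ratio from 0.5 to 1.5, limit read from the data, passing the limit was not always enough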; further: strong numbers were not always called active
SKN-1 inh = C. elegans SKN-1 inhibition; AID 624304; C. elegans VP596 Pgst-4::GFP/RFP ratio, acrylamide-induced, 24 h; inhibition, % at 21.8 µM; hit rate 0.49% among 360,000;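 active means interference check ratio from 0.5 to 1.5 plus GFP to RFP signal ratio inhibition reaching or exceeding a fixed threshold, cut at about 30% in these data, passing the limit was not always enough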; further: some compounds called inactive have numbers as strong as hits
E coli Lon inh = inhibitors of E. coli Lon protease; AID 602123; hit rate 0.42% among 360,000; P0A9M0; inhibition, % at 7.94 µM; purified E. coli Lon protease, fluorescence polarization; in the data active means inhibition above about 13%, passing the limit was not always enough;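 further: 0% = enzyme with probe and DMSO and 100% = no enzyme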
Target sequence (P0A9M0 whole entry, looked up): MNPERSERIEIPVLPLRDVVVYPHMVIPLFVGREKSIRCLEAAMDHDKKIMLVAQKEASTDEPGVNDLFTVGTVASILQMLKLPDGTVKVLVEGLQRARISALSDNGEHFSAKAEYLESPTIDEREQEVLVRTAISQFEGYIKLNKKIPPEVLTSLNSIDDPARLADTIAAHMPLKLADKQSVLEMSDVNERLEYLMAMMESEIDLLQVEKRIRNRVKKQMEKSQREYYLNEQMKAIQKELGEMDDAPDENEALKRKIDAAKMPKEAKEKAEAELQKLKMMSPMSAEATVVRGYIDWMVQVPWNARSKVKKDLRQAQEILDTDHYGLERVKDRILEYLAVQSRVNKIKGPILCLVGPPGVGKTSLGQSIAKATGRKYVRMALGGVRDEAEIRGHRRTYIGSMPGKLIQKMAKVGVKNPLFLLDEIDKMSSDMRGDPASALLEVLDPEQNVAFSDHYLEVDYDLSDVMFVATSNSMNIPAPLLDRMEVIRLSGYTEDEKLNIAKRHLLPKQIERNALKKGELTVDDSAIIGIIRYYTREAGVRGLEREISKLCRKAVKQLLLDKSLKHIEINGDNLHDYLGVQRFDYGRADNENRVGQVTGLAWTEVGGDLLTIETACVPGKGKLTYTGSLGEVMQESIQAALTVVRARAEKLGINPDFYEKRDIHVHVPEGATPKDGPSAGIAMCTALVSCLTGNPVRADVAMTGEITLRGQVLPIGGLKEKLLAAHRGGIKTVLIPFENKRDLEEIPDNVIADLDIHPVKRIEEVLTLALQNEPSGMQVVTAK
MsrA inhibitor = inhibits bovine methionine sulfoxide reductase A | purified bovine MsrA, absorbance read-out | inhibition, % at 15.5 µM | hit rate 0.75% among 360,000 | AID 651718; in the data active means inhibition above about 4.5%;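 further: 0% = vehicle wells with enzyme and 100% = reference inhibitor wells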
Neddylation inh = blocks human cullin neddylation; P61081+Q13564; hit rate 0.58% among 360,000; TR-FRET cullin neddylation, biochemical; calls only at 25 µM; in the data active means inhibition above about 36%
Active calls of the source: *; i = inactive; · = not tested or not shown. Rows are unselected; about 4.2% have a hit in one of these screens.

SMILES | Rin1 Abl inh | FAS-TE inh | MsrA act | MT1-MMP act inh | NRP1-CendR mod | SKN-1 inh | E coli Lon inh | MsrA inhibitor | Neddylation inh
O=C(CCn1cnc2ncccc2c1=O)N1CCN(c2cccc(Cl)c2)CC1 | 0.9 | -2.1 | -1.8 | 3.5 | -4.7 | -5.6 | -7.1 | 0.0 | i
CCOc1ccccc1NC(=O)Cn1c(=O)n(CCC(=O)NC2CCCC2)c(=O)c2ccccc21 | -1.4 | 3.4 | -4.0 | 1.5 | 2.6 | 6.6 | -6.2 | · | i
CCN(CC)c1ccc(NS(=O)(=O)c2ccc(OC)cc2)cc1 | 1.8 | -4.5 | -1.6 | 3.6 | -0.7 | -11.2 | 6.5 | 0.6 | i
COc1cccc2cc(C(=O)NC(C)c3ccccc3)c(=O)oc12 (stereo not drawn) | -2.3 | 5.6 | 0.5 | 2.8 | -0.9 | 1.2 | -1.3 | -0.4 | i
CN(CCc1ccccc1)C1CCCN(C(=O)Cn2cccn2)C1 (stereo not drawn) | -0.3 | -8.4 | -2.3 | -3.8 | 16.2 | 17.4 | -0.6 | 1.4 | i
Cc1cc(Cl)cc(C)c1OCCCCn1ccnc1 | 0.9 | -12.3 | 3.4 | 3.9 | -5.3 | 7.5 | -0.5 | 0.5 | i
O=S1(=O)[C@H]2C[C@@H]3CC[C@]2(CN1Cc1cccc(F)c1)O3 | -1.1 | -10.7 | -2.3 | -0.3 | 18.5 | -2.5 | -1.9 | 1.0 | i
O=C1/C(=C/c2ccccc2Cl)SC(=S)N1CCC(=O)N1CCCCC1CCO (stereo not drawn) | 0.8 | 10.7 | -5.3 | -0.4 | -3.9 | 11.1 | -6.0 | 1.4 | i
O=C(COC(=O)[C@H](Cc1ccccc1)NC(=O)c1ccco1)Nc1ccccc1OC(F)F | 5.2 | -5.7 | -5.6 | -0.1 | 4.1 | -8.5 | -4.7 | 0.8 | i
Cc1ccc(Nc2nc(N)nc(CN3CCN(Cc4ccc5c(c4)OCO5)CC3)n2)c(C)c1 | -1.4 | -7.6 | -2.8 | 0.9 | 6.2 | 12.2 | 8.1 | 0.3 | i
COc1cccc(CNC(=O)CCCSc2ccccc2)c1 | 1.0 | 1.2 | -1.9 | 0.0 | 6.4 | 0.6 | -5.6 | -0.7 | i
COc1ccc(C(C)=O)cc1CSc1nnnn1-c1ccc(O)cc1 | -1.7 | 1.7 | -3.9 | -1.1 | 4.0 | 6.7 | -0.2 | 0.9 | i
CCOC(=O)C1CCN(C(=O)CSCc2nc(-c3ccc(OCC)cc3)oc2C)CC1 | -2.3 | -0.2 | -0.1 | -1.0 | -10.5 | 8.2 | -5.0 | -0.9 | i
N=C1C=CC(=C(c2ccc(N)cc2)c2ccc(N)cc2)C=C1 | -14.2 | -5.6 | -0.1 | 93.5 | -25.7 | 59.7* | -69.8 | 0.3 | i
COc1ccc(NC(=O)C2(C)Cc3c(-c4cccc(C(F)(F)F)c4)ccnc3O2)cc1OC (stereo not drawn) | 0.2 | 22.5 | -0.5 | -4.0 | 0.6 | 0.8 | 1.1 | 1.7 | i

Three compounds already listed, ordered by molecular weight, high to low.
SMILES | Rin1 Abl inh | FAS-TE inh | MsrA act | MT1-MMP act inh | NRP1-CendR mod | SKN-1 inh | E coli Lon inh | MsrA inhibitor | Neddylation inh
Cc1ccc(Nc2nc(N)nc(CN3CCN(Cc4ccc5c(c4)OCO5)CC3)n2)c(C)c1 | -1.4 | -7.6 | -2.8 | 0.9 | 6.2 | 12.2 | 8.1 | 0.3 | i
COc1ccc(C(C)=O)cc1CSc1nnnn1-c1ccc(O)cc1 | -1.7 | 1.7 | -3.9 | -1.1 | 4.0 | 6.7 | -0.2 | 0.9 | i
COc1cccc2cc(C(=O)NC(C)c3ccccc3)c(=O)oc12 (stereo not drawn) | -2.3 | 5.6 | 0.5 | 2.8 | -0.9 | 1.2 | -1.3 | -0.4 | i

New compounds follow:
SMILES | Rin1 Abl inh | FAS-TE inh | MsrA act | MT1-MMP act inh | NRP1-CendR mod | SKN-1 inh | E coli Lon inh | MsrA inhibitor | Neddylation inh
COc1ccc(C(=O)CSc2nc(C(C)(C)C)nc3ccccc23)cc1 | -5.3 | 32.0 | -2.9 | -0.9 | 3.5 | -1.0 | -0.8 | 0.0 | i
CCSC1=N/C(=C\c2ccccc2)C(=O)N1 | -3.2 | -6.8 | -3.6 | 0.7 | -9.7 | -5.3 | -6.3 | 3.4 | i
CCCCc1nc2cc(C(=O)NCc3cn(C)nc3C)ccc2o1 | 3.6 | -3.2 | -2.7 | -0.3 | 19.1 | -16.5 | 2.8 | 1.2 | i
CC(C)C1C(=O)N(Cc2cn(Cc3ccco3)nn2)CCS(=O)(=O)N1Cc1ccc(-c2ccccc2)cc1 (stereo not drawn) | -2.6 | 16.6 | -0.5 | -1.5 | -16.3 | -1.4 | 0.6 | 0.0 | i
COc1ccc(OC)c(NC(=O)c2ccc(S(=O)(=O)N3CCOCC3)cc2)c1 | 2.1 | -1.3 | -5.5 | 1.8 | -2.8 | -1.3 | -7.1 | 0.1 | i
CCCNS(=O)(=O)c1cc(Cl)ccc1OC | -0.6 | -4.5 | -3.3 | -5.3 | 9.4 | 4.8 | 3.3 | 1.4 | i
CC(NC(=O)c1ccccc1SCC(=O)N1CCCC1)c1ccc(F)cc1 (stereo not drawn) | 0.3 | -7.6 | -2.8 | -0.6 | 13.5 | -10.0 | -3.6 | -2.1 | i
CCOC(=O)N1CCC(Nc2c(Nc3ccc(F)cc3)c(=O)c2=O)CC1 | 4.1 | -8.6 | 6.2 | 0.6 | 3.7 | -10.4 | -5.8 | 0.1 | i
CCC(Oc1ccccc1)C(=O)NCc1cccnc1 (stereo not drawn) | -1.3 | -5.3 | 2.3 | 1.8 | 3.3 | -2.8 | -1.2 | 0.0 | i
CCc1ccccc1NC(=O)CNC(=O)CNC(=O)c1cccs1 | 0.3 | -9.0 | -1.9 | -1.2 | 6.1 | 11.9 | 2.6 | -0.7 | i
COCCN(CC1CCCN(C2Cc3ccccc3C2)C1)C(=O)CCC(C)=O (stereo not drawn) | 0.9 | -2.0 | -1.6 | -1.3 | 3.8 | 3.3 | -7.2 | -0.8 | i
CCOc1ccccc1C(=O)NCC(=O)NCCCc1ccccc1 | -5.9 | 4.4 | -2.4 | 3.7 | -5.8 | -5.3 | -14.0 | -0.2 | i
O=C(C[C@@H]1C/C=C\CCCC(=O)OC[C@@H]2CCCN2C1=O)N[C@@H](CO)Cc1ccccc1 | 2.0 | -10.5 | -0.8 | 3.7 | -3.7 | 10.1 | 0.2 | -1.0 | i
Cc1cc(C(=O)N/N=C2\CCCC(=O)C2)c(C)n1-c1ccccc1 | -1.2 | -6.4 | -3.8 | 2.5 | -19.0 | 5.6 | -28.7 | 0.4 | i
Clc1c(Cl)c(Cl)c2n[nH]nc2c1Cl | -1.0 | -2.2 | -2.5 | 3.1 | -6.5 | -13.9 | -2.5 | 0.5 | i
CCNC(=O)COC(=O)CCC(=O)c1cccs1 | 1.3 | -7.8 | -3.1 | 2.8 | 3.6 | -0.1 | -3.6 | -0.9 | i
COc1ccc(CCNC(=O)C2CCCN(S(=O)(=O)c3ccc(F)cc3)C2)cc1OC (stereo not drawn) | -2.0 | -3.4 | -6.9 | 0.1 | 0.7 | -10.0 | 0.0 | -0.7 | i
Cc1cc(C)cc(N(CC(=O)NCc2ccc3c(c2)OCO3)C(=O)CCC(=O)Nc2ccccn2)c1 | 1.2 | 7.0 | -3.0 | -0.4 | 5.9 | -14.2 | -4.0 | 0.1 | i
CCOC(=O)C(C)On1c(-n2nc(C)cc2C)nc2ccccc2c1=O (stereo not drawn) | 1.1 | -7.4 | -1.2 | -0.8 | -0.6 | 8.1 | -2.4 | 1.6 | i
CCOc1ccccc1-n1c(SCC(N)=O)nnc1-c1ccc(O)cc1 | 0.3 | -6.9 | -2.3 | -0.2 | -5.4 | 14.7 | -4.5 | 0.2 | i
O=C(N/N=C1\CC2CC=CC12)c1ccc(Br)cc1 (stereo not drawn) | -0.8 | -2.0 | -3.1 | -2.2 | -11.7 | 4.7 | -4.4 | 0.8 | i
O=C(NCc1n[nH]c(=O)c2ccccc12)C1CC(=O)N(c2ccc(Cl)cc2)C1 (stereo not drawn) | -0.9 | -5.0 | -0.2 | 1.1 | -9.1 | -0.6 | -5.5 | 0.5 | i
COc1cc(Cl)nn(-c2ccccc2)c1=O | 2.1 | -11.2 | -4.1 | 3.4 | -11.3 | 6.3 | -4.0 | 0.6 | i
COc1ccc2cc(CCC(C)=O)ccc2c1 | -2.9 | -0.5 | -0.4 | 4.6 | -9.4 | 27.9 | 3.0 | 1.1 | i
COc1ccc(C(=O)Nn2cnc3ccccc3c2=O)cc1[N+](=O)[O-] | 4.1 | -4.3 | -4.3 | 2.7 | 2.2 | 9.6 | 6.6 | -0.6 | i
O=C(Nc1ccc(Cl)cc1)N1CC=CCC1 | 4.4 | -5.8 | -3.0 | 0.2 | -7.2 | 5.7 | -4.5 | 0.4 | i
O=C(COc1ccc2c(-c3ccccc3)cc(=O)oc2c1)NCCCn1ccnc1 | 0.3 | -6.3 | -9.6 | 1.8 | -5.1 | -12.1 | -7.8 | 1.2 | i
CC(C)c1csc2nc3n(c(=O)c12)CCCCC3 | 0.9 | -0.6 | 2.1 | 25.9 | 1.1 | 19.3 | -4.5 | 1.1 | i
CC1CCCN(CCCNC(=O)c2ccc3c(c2)N(Cc2ccc(F)cc2)C(=O)c2ccccc2S3=O)C1 (stereo not drawn) | 1.0 | -5.1 | -2.5 | -0.6 | 4.7 | 9.7 | -6.6 | -1.3 | i
CCc1cc(=O)oc2c3c(cc(OCC(=O)NCCCCCC(=O)O)c12)OC(C)(C)CC3 | 2.7 | -1.3 | -6.9 | 3.9 | 5.8 | 12.2 | 2.9 | 1.0 | ·
COc1ccc(Cl)cc1C(=O)NNC(=O)COC(=O)CC(NC(C)=O)c1ccccc1 (stereo not drawn) | 1.6 | 2.4 | -4.9 | -2.8 | 8.2 | -10.7 | -2.5 | 0.1 | i
COc1ccc(Cl)cc1NC(=O)CS(=O)(=O)c1cccc2nsnc12 | 1.1 | 6.8 | 1.3 | -3.5 | -1.7 | 10.2 | 4.6 | 1.3 | i
CCOc1cc(C(=O)Nc2cnccn2)cc(OCC)c1OCC | 1.8 | -2.5 | -2.4 | 0.4 | 3.4 | 6.5 | -3.0 | -0.6 | i
COc1ccc(/C=C/C(=O)Oc2ccc(/C=N/NC(=O)c3ccncc3)cc2)cc1 | 2.5 | 1.3 | -0.4 | 1.5 | 16.1 | 4.7 | -6.1 | 0.0 | i
CC(=O)N[C@@H](Cc1c[nH]c2ccccc12)C(=O)OCc1ccc(C#N)cc1 | -0.1 | 0.8 | -3.1 | 1.3 | 3.1 | 7.5 | -8.0 | 0.3 | i
CCn1c(=O)cc(SCC(=O)Nc2cccnc2)c2ccccc21 | -65.5 | -5.4 | -1.4 | 11.5 | 1.0 | -6.5 | 8.3 | 1.3 | i
CCCNC(=O)c1cc(-c2ccc(OC)cc2)n(CCCOC)c1C | 4.0 | -3.7 | -6.1 | 1.0 | -1.6 | 3.1 | -3.9 | 0.5 | i
Cc1ccc(C(O)c2ncc(-c3ccccc3)[nH]2)c(C)c1 (stereo not drawn) | -3.9 | -11.5 | -1.2 | 4.3 | 2.4 | 13.7 | 2.9 | -0.5 | i
COc1ccc(-n2c(SCC(C)=O)nc3sc(C)c(C)c3c2=O)cc1 | -1.2 | -2.6 | -2.1 | -1.9 | -2.3 | 3.0 | 7.1 | 0.8 | i
CCN(CC)S(=O)(=O)c1cccc2nsnc12 | -2.4 | -8.9 | 1.7 | -0.9 | 26.6* | -12.1 | 0.9 | 1.6 | i
Fc1ccc(C(Nc2ccccn2)c2c[nH]c3ccccc23)cc1 (stereo not drawn) | -0.2 | 23.7 | -1.6 | -3.6 | 5.5 | 3.4 | 2.2 | 0.2 | i
CCOC(=O)CCc1ccc(NC(=O)/C=C/c2ccc([N+](=O)[O-])o2)cc1 | 3.1 | -6.4 | -0.9 | -47.5 | -56.5 | 8.0 | -13.7 | 2.1 | i
